Compound activity from PubChem.
TRPC4 agonist: opens the mouse TRPC4 cation channel; HEK293 TRPC4beta/mu-opioid, Fluo4 calcium fluorescence; active compounds read high; AID 2237; B-score at 10 µM; 310,000 tested, 0.49% active; Q9QUQ5;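 active = B-score above 5 SD of library B-scores, and initial fluorescence ratio not above library mean plus 5 SD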;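 also: positive B-score marks a calcium rise read as TRPC4 activation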
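system = HEK293 cells stably co-expressing mouse TRPC4beta and mu-opioid receptor | schedule = Fluo4 dye loading 45 min at room temperature, 110 s recording | measure = B-scored integrated calcium fluorescence ratio | signal = Fluo4 calcium-sensitive dye fluorescence, kinetic, 1 Hz baseline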
KCNQ1 inh: blocks the human KCNQ1 potassium channel; P51787; CHO-K1 KCNQ1, FluxOR thallium flux fluorescence; active compounds read high; B-score at 10 µM; 310,000 tested, 1.3% active; AID 2642;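 active = compounds whose thallium flux B-score, printed positive for inhibition, exceeds three library SD while starting fluorescence stays within three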;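 also: channel opened by potassium depolarization with thallium stimulus after 20 min compound exposure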
Target sequence (P51787 whole entry, looked up): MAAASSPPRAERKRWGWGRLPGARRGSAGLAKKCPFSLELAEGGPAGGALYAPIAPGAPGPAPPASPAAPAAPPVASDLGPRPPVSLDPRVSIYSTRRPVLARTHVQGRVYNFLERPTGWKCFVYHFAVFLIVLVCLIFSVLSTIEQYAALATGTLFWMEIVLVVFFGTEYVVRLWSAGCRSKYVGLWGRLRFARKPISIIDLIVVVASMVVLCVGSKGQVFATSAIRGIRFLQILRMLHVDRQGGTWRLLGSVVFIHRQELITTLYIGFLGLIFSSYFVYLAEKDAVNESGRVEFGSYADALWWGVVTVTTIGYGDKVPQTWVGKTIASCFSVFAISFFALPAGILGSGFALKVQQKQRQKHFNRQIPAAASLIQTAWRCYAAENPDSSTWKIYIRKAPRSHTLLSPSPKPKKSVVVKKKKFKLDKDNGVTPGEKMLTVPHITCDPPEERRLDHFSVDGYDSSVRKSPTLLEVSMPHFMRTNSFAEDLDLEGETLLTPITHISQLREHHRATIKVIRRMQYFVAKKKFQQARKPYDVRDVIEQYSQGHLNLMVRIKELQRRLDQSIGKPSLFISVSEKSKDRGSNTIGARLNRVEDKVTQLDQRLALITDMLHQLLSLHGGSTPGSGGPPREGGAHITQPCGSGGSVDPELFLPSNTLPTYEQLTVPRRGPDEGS
Platelet DG rel: platelet dense granule release activity. human platelet-rich plasma, SFLLRN dense granule ATP release, luminescence. inhibition, %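 (compounds screened at 7.5 µM in platelet-rich plasma)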. 300,000 tested, 0.22% active. AID 1663;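 active = mean replicate score, as percent of positive control, at or above 50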
Dyrk1A ADPGlo: inhibitors of rat Dyrk1A kinase | ADP-Glo luminescence, NFATc1 peptide | Q63470 | 310,000 tested, 0.43% active | inhibition, % at 12.5 µM; in the data active = inhibition above about 50%;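 also: plate controls were vehicle with enzyme for no effect and no enzyme for full effect; many of its hits are not listed in these tables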
PolyA inh: inhibitors of polyadenylation in S. cerevisiae; 300,000 tested, 0.02% active; S. cerevisiae SKY197-pL101 polyadenylation reporter, beta-gal luminescence; efflux-impaired pdr1/pdr3 knockout yeast; score 100 = 6 SD above DMSO; calls only at 12 µM;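 active = lowest replicate activity score at least 50, where 100 means six control SD above control mean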;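 also: yeast exposed to compound for 9 h at 30 °C; higher score means more reporter readthrough which indicates perturbed polyadenylation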
KCNQ1 act: human KCNQ1 channel potentiation or activation | P51787 | CHO-K1 KCNQ1, thallium flux FluxOR fluorescence; active compounds read high | B-score at 10 µM | 310,000 tested, 0.35% active;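 active = fluorescence ratio B-score, a plate-corrected score, at least three library SD, with initial intensity B-score within 5 SD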
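Test system: CHO-K1 cells stably expressing KCNQ1 / Medium: assay buffer / Also added: depolarizing K+/Tl+ stimulus, K2SO4 and Tl2SO4 each 12.5 mM in 5x stock / Incubation: 90 min dye loading and 20 min compound exposure, both at room temperature / Signal: thallium influx via FluxOR fluorescence, kinetic imaging / Evaluation: B score of baseline-normalized fluorescence ratio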
KCNK9 block: blocks the human KCNK9 two-pore domain potassium channel. B-score at 10 µM. Q9NPC2. 310,000 tested, 1.2% active. HEK293 KCNK9, FluxOR thallium flux fluorescence; active compounds read low;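 active = ratio B-score over 3 SD below the library mean, with starting fluorescence within 5 SD of its mean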;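 also: negative B-score means less thallium flux so channel inhibition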
TRPC4 inh: blocks the mouse TRPC4 cation channel. Q9QUQ5. HEK293 TRPC4beta/mu-opioid, DAMGO-evoked Fluo4 calcium flux; active compounds read low. B-score at 10 µM. 300,000 tested, 0.39% active;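 active = B-score over 3 SD under the library average, no early fluorescence shift, positive overall ratio signal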
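Material: HEK293 cells with stable TRPC4beta plus mu-opioid receptor expression; probe or stimulus: DAMGO in two steps, submaximal then maximal; technique: Fluo4 calcium fluorescence by kinetic imaging, 5 s 1 Hz baseline; measure: integrated fluorescence ratio relative to baseline, converted to per-well B score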
TRPC4 potent: allosterically enhances the mouse TRPC4 cation channel; Q9QUQ5; HEK293 TRPC4beta/mu-opioid, DAMGO EC20, Fluo-4 Ca2+ flux; active compounds read high; B-score at 10 µM; 310,000 tested, 0.42% active; AID 2227;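 active = B-score of calcium response area above 5 SD of library B-scores, with initial fluorescence ratio within 5 SD of library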;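 also: B-score of integrated fluorescence ratio over time as area under calcium response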
KCNK3 block: human KCNK3 channel inhibition, primary screen | O14649 | CHO-KCNK3 thallium flux, FluxOR fluorescence; active compounds read low | AID 602410 | 340,000 tested, 0.84% active | B-score at 10 µM;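 active = B-score under library mean minus 4 SD, starting fluorescence ratio at most library mean plus 5 SD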;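 also: more negative B-score means stronger inhibition of thallium flux through KCNK3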
hERG protect: shields human hERG channel from block by proarrhythmic agents | activation (rescue from dofetilide block), less the hit threshold, % at 10 µM | Q12809 | 310,000 tested, 0.51% active | CHO-hERG, FluxOR thallium flux, dofetilide IC70 present | AID 1511;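 active = activation above the mean of controls blocked by dofetilide plus 5 SD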;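 also: thallium influx through hERG after potassium depolarization seen as dye fluorescence rise; in these data hits start at about 4.7%; inactives centre near -7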
Starred values were filed as active, the others as inactive; i = inactive; . = no result given. Not all compounds are listed. The share of hits here may be higher or lower than overall.

SMILES,TRPC4 agonist,KCNQ1 inh,Platelet DG rel,Dyrk1A ADPGlo,PolyA inh,KCNQ1 act,KCNK9 block,TRPC4 inh,TRPC4 potent,KCNK3 block,hERG protect
COC(=O)c1ccc(CN2CCCC(C(=O)Nc3cccc(-n4cccn4)c3)C2)cc1 (configuration not stated),i,i,-10,1,i,i,i,i,i,i,-13
CC1CCCN(C(=S)Nc2ccc(F)cc2)C1 (configuration not stated),i,i,-2,-5,i,i,i,i,i,i,-5
CCOc1ccccc1NC(=O)CCn1cccc1,i,i,13,-7,.,i,i,i,i,i,-15
Cc1cc(C)c2c(c1)/C(=N/NS(=O)(=O)c1ccc(Br)cc1)CCC2,i,i,0,-2,i,i,i,i,i,i,-1
CC(C)(C)c1ccc(C(=O)N/C(=C\c2ccco2)C(=O)Nc2ccccc2C(=O)O)cc1,i,i,-10,-3,i,i,i,i,i,i,-12
O=C(NCCc1ccccc1F)C1CCCN(c2nc3ccccc3s2)C1 (configuration not stated),i,i,-3,-3,i,i,i,i,i,i,-9
CCOC(=O)C1C(C)=CC(=O)CC1c1ccco1 (configuration not stated),i,i,-5,0,i,i,i,i,i,i,-2
CC(=O)Nc1cccc(NC(=O)C2CC(=O)N(CCc3ccc(F)cc3)C2)c1 (configuration not stated),i,i,13,1,i,i,i,i,i,i,-5
COc1ccc(OC)c(/C=N/NC(=O)CC(=O)NC2CCCCC2)c1,i,i,-9,3,i,i,i,i,i,i,-8
O=C(NCC(=O)N(c1ccc2c(c1)OCO2)C(C(=O)NC1CCCC1)c1ccncc1)c1ccco1 (configuration not stated),i,i,-1,-2,i,i,i,i,i,i,-11
CC1=C(C(=O)OCc2ccc(C)cc2)C(c2ccc(O)c([N+](=O)[O-])c2)NC(=O)N1 (configuration not stated),i,i,-7,-4,i,i,i,i,i,i,-5
CC(C)C(Nc1ncnc2c1oc1ccccc12)C(=O)O (configuration not stated),i,i,-10,.,i,i,i,i,i,i,-9
Cc1nnc(SCC(=O)Nc2ccc(C(N)=O)cc2)n1-c1ccccc1,i,i,-3,-1,i,i,i,i,i,i,-3
Cc1cc(Cl)ccc1OCCCC(=O)Nc1cccc(-n2cnnn2)c1,i,i,6,4,i,i,i,i,i,i,-4
S=C(NCC1CCCO1)Nc1ccccc1Cl (configuration not stated),i,i,-14,2,i,i,i,i,i,i,-7
OCCOCCn1c(C(CO)Nc2nc(-c3cccc(Br)c3)cs2)nc2ccccc21 (configuration not stated),i,i,0,11,i,i,i,i,i,i,-7
Cc1cc(OCC(=O)Nc2ccc3oc(=O)ccc3c2)ccc1Cl,i,i,14,-4,i,i,i,i,i,i,-6
CCc1nnc(NS(=O)(=O)c2ccc(N=Cc3c(C)[nH]n(-c4cccc(Cl)c4)c3=O)cc2)s1,i,i,-49,3,i,i,i,i,i,i,-6
O=S(=O)(NCc1ccccc1)c1cccc2nonc12,i,i,2,2,i,i,i,i,i,i,1
COc1cc(OC)cc(C(=O)NCc2n[nH]c(=S)n2-c2ccccc2OC)c1,i,i,-4,10,i,i,i,i,i,i,1
CCCC(N)CCCCCC(=O)O (configuration not stated),i,i,-3,-8,i,i,i,i,i,i,-12
CC(=O)Nc1ccc2nc(-c3ccccc3)cn2c1,i,i,1,1,i,i,i,i,i,i,-3
CC1CCN(CC(C)CNC(=O)c2cc(-c3ccccn3)nc3ccccc23)CC1 (configuration not stated),i,i,3,-2,i,i,i,i,i,i,-9
CC(=O)N1CCOc2ccc(S(=O)(=O)N3CCC(C(=O)Nc4ccc(F)cc4)CC3)cc21,i,i,2,0,i,i,i,i,i,i,-8
CCOC(=O)c1oc2ccccc2c1CSc1nnnn1-c1ccc(OC)cc1,i,i,0,0,i,i,i,i,i,i,-16
COc1cccc(C(=O)NCCS(=O)(=O)N2CC(C)CC(C)C2)c1 (configuration not stated),i,i,-1,.,.,i,i,i,i,i,-12
CCCc1c(NC(=O)Nc2ccc(Cl)cc2Cl)cnn1-c1ccccc1,i,i,3,.,i,i,i,i,i,i,-7
O=C(COc1ccc(Cl)cc1)Nc1ccc(C(=O)NCc2cccnc2)cc1,i,i,4,4,i,i,i,i,i,i,-16
CC(O)c1cccc(NC(=O)CC(c2ccccc2)c2ccccc2)c1 (configuration not stated),i,i,.,-6,i,i,i,i,i,i,-17
Fc1ccc(/C=N/Nc2ccccn2)cc1,i,i,6,-2,.,i,i,i,i,i,-4

A portion from the list above:
SMILES,TRPC4 agonist,KCNQ1 inh,Platelet DG rel,Dyrk1A ADPGlo,PolyA inh,KCNQ1 act,KCNK9 block,TRPC4 inh,TRPC4 potent,KCNK3 block,hERG protect
Cc1nnc(SCC(=O)Nc2ccc(C(N)=O)cc2)n1-c1ccccc1,i,i,-3,-1,i,i,i,i,i,i,-3
Cc1cc(Cl)ccc1OCCCC(=O)Nc1cccc(-n2cnnn2)c1,i,i,6,4,i,i,i,i,i,i,-4
S=C(NCC1CCCO1)Nc1ccccc1Cl (configuration not stated),i,i,-14,2,i,i,i,i,i,i,-7
OCCOCCn1c(C(CO)Nc2nc(-c3cccc(Br)c3)cs2)nc2ccccc21 (configuration not stated),i,i,0,11,i,i,i,i,i,i,-7
Cc1cc(OCC(=O)Nc2ccc3oc(=O)ccc3c2)ccc1Cl,i,i,14,-4,i,i,i,i,i,i,-6

The results go on:
Each structure is followed by: TRPC4 agonist	KCNQ1 inh	Platelet DG rel	Dyrk1A ADPGlo	PolyA inh	KCNQ1 act	KCNK9 block	TRPC4 inh	TRPC4 potent	KCNK3 block	hERG protect
COc1ccc(NC(=O)C(=O)NCC(=O)Nc2cc(OC)ccc2OC)cc1
    i	i	-1	-5	i	i	i	i	i	i	-6
CC1(NC(=O)c2cccc(S(=O)(=O)N3CCN(c4ccccc4)CC3)c2)CCS(=O)(=O)C1 (configuration not stated)
    i	i	-2	-3	i	i	i	i	i	i	-10
Nc1c(S(=O)(=O)c2cccs2)c2nc3ccccc3nc2n1CCc1ccccc1
    i	i	-1	.	i	i	i	i	i	.	-26
O=C(Nc1ccccc1)C1=C[C@@H](c2csc3ccccc23)C[C@@H](OCc2ccc(CO)cc2)O1
    i	i	5	4	i	i	i	i	i	i	-15
Cc1ccc(-c2nc3ccccn3c2C=O)cc1
    i	i	-3	1	i	i	i	i	i	i	-4
CSCCC(NC(=O)c1ccccc1)C(=O)N1CCN(C(c2ccccc2)c2ccccc2)CC1 (configuration not stated)
    i	i	0	-5	i	i	i	i	i	i	-11
Cc1ccc(NC(=O)c2ccc(-n3cccn3)nc2)cc1
    i	i	-8	-2	i	i	i	i	i	i	-2
CCOc1ccccc1NC(=O)CSc1nnc(CNC(=O)c2cc(OC)c(OC)c(OC)c2)o1
    i	i	4	0	i	i	i	i	i	i	-7
CC(C)(C)c1ccc(C(=O)NCc2cccnc2)cc1
    i	i	-2	0	i	i	i	i	i	i	-3
CCOc1cc(/C=C2/C(=N)N3C(=NC2=O)SN=C3S(C)(=O)=O)ccc1OS(=O)(=O)c1ccccc1
    i	i	-7	9	i	i	i	i	i	i	-25
COc1cccc(/C=C/C(=O)c2c(O)cc(C)oc2=O)c1O
    i	i	2	-4	i	i	i	i	i	i	-18
CCCc1nnc(NC(=O)CCC(=O)N2CCN(Cc3ccccc3)CC2)s1
    i	i	-14	0	i	i	i	i	i	i	-6
COc1ccc(OCC(=O)Nc2ccc(N3CCN(C(=O)c4ccccc4)CC3)c(Cl)c2)cc1
    i	i	-1	3	i	i	i	i	i	i	-12
O=C(CCCCCn1c(=S)[nH]c2ccc(N3CCOCC3)cc2c1=O)NCc1ccccc1
    i	i	-2	3	i	i	i	i	i	i	-6
Cc1sc2nc(SCc3nc4ccccc4[nH]3)n(Cc3ccco3)c(=O)c2c1C
    i	i	-1	-8	i	i	-8.3*	i	i	i	-9
COc1ccc(C(=O)n2nc(-c3ccc(OC)cc3)nc2N)cc1
    i	i	-2	-6	i	i	i	i	i	i	-2
CC(NC(=O)c1ccco1)C(=O)OCC(=O)c1ccc(Cl)s1 (configuration not stated)
    i	i	4	3	i	i	i	i	i	i	-4
Cc1nn(-c2cc(C(F)(F)F)ccc2Cl)c2nc(C(F)(F)F)[nH]c(=O)c12
    i	i	-5	-7	i	i	i	i	i	i	0
